STK33 inh – blocks human STK33 kinase activity; purified STK33, MBP phosphorylation, ADP-Glo luminescence; inhibition, % at 10 µM; 320,000 compounds, 0.073% hits; Q9BYT3;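 active means inhibition at or above 25%, using the most active replicate where run in duplicate; inactive means inhibition below 25%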
KCNQ2 block – KCNQ2 channel blockers in CHO-K1 cells – cell-based, FluxOR thallium flux, B-score, primary screen (AID 2156); O88943; 20 min; hits give low values; B-score at 10 µM; 310,000 compounds, 1.1% hits;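 active means fluorescence ratio B-score at most minus 3 library SDs, with starting brightness B-score within 2 library SDs, cut at about -5.5 in these data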
Target sequence (O88943 whole entry, looked up): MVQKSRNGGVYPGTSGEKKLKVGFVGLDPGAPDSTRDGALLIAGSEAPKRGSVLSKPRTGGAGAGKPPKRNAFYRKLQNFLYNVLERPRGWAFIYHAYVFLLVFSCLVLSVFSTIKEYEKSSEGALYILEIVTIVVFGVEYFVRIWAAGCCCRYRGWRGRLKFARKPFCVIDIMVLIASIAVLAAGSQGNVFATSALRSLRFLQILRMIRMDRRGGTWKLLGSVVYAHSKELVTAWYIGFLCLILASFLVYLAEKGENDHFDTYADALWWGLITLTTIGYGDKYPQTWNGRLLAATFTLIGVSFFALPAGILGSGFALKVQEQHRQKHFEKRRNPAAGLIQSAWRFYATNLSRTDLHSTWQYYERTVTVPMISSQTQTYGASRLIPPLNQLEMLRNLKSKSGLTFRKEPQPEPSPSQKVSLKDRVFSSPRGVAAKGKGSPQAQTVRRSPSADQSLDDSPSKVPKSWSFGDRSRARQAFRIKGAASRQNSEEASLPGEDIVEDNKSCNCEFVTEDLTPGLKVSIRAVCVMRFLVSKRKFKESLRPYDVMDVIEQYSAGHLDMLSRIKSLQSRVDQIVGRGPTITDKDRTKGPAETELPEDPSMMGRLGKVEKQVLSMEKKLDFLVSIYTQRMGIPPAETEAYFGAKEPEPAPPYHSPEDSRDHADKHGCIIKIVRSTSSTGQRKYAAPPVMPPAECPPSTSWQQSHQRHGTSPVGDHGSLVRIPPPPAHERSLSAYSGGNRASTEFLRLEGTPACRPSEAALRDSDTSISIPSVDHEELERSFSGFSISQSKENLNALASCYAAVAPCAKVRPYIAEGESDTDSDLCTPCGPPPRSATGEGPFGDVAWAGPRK
Kir21 inh – Kir2.1 (mouse) channel inhibition; B-score at 10 µM; 310,000 compounds, 0.85% hits; AID 1672; HEK293-Kir2.1, FluxOR thallium flux fluorescence; hits give low values; P35561;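 active means fluorescence ratio B-score at or below minus 3 SD of library scores, with starting-brightness B-score within 2 SD, cut at about -4.2 in these data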;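 further: channel flux triggered by added potassium and thallium sulfate stimulus; B-score of peak minus minimum fluorescence over baseline after thallium stimulus; more negative B-score means stronger Kir2.1 block with less thallium influx; some compounds called inactive have numbers as strong as hits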
* marks the source's active call; other numbers are inactive results; i = inactive; · = no result given.

SMILES | STK33 inh | KCNQ2 block | Kir21 inh
Cc1cc(C)c(OCCOCCN2CCCC2)c(C)c1 | -1.0 | i | 0.27
COc1ccc(-c2oc(NC(=O)CSc3nncn3C)c(C#N)c2-c2ccc(OC)cc2)cc1 | -1.2 | i | 0.12
Cc1ccccc1NS(=O)(=O)c1ccc(Cl)cc1 | -0.8 | i | -1.4
CC(C)(C)NC(=O)CN(C(=O)C(=O)Nc1ccc2c(c1)OCCO2)C1CC1 | -0.7 | i | 1.4
NC(=S)NC(c1ccccc1)c1ccncc1 (stereo not given) | -1.1 | i | 0.13
NNc1ccc(Cl)nn1 | -1.6 | i | 0.57
O=C(Nc1nnc(-c2cccc(F)c2)s1)Nc1ccccc1F | -0.2 | i | 0.7
Cc1nnc(SCc2cccc(Oc3ccccc3)c2)n1N | -0.4 | i | -0.26
CN(C)S(=O)(=O)c1ccc(C(=O)Nc2cccnc2)cc1 | · | i | -0.55
C/C(=N\NC(=O)c1c(Br)c(C)nn1C)c1ccc(NC(=O)c2ccoc2C)cc1 | 0.2 | i | 0.24
CCOC(=O)Cc1c(C)nc2cc(-c3ccc(C(C)(C)C)cc3)[nH]n2c1=O | 0.1 | i | -0.06
Brc1ccc(OCCOCCN2CCOCC2)cc1 | -1.5 | i | 0.16
Nn1c(Cc2cccc3ccccc23)nnc1SCC(=O)NC1CCS(=O)(=O)C1 (stereo not given) | 0.1 | i | 1.1
N/C(=N\O)c1ccc(Oc2ccccc2Cl)c([N+](=O)[O-])c1 | 1.2 | i | 0.66
COCCN(CCOC)C(=O)C1CCCN(S(=O)(=O)c2ccc(NC(=O)OC)cc2)C1 (stereo not given) | -0.1 | i | 0.55
CCOC(=O)N1CCC(NC(=O)C2CCCCN2S(=O)(=O)c2ccc(F)cc2)CC1 (stereo not given) | -0.5 | i | 1.7
Cc1cc(C)cc(C(=O)Oc2cc(C)[nH]c(=O)c2[N+](=O)[O-])c1 | -2.2 | i | -0.9
COc1ccc(-c2n[nH]c(C)c2-c2cnn(-c3ccccc3)c2)c(O)c1 | 1.4 | -8* | 0.31
CCOC(=O)C1CCN(Cc2nc3ccc([N+](=O)[O-])cc3c(=O)n2-c2ccc(OC)cc2OC)CC1 | -0.7 | i | -2.1
COc1cccc(C(=O)N2C(C(=O)O)CSC2c2ccccc2Cl)c1 (stereo not given) | -1.6 | i | 0.67
Cc1cccc(N2CCN(C(c3ccccc3)c3nnnn3C(C)(C)C)CC2)c1C (stereo not given) | 1.5 | i | -0.17
CSc1nc(Cl)c(Cc2ccc(OCC(C)C)cc2)c(N2CCOCC2)n1 | · | -6.8* | -1.6
COC(=O)CN(C(=S)Nc1ccc(F)cc1)C1CC(=O)N(c2ccccc2)C1=O (stereo not given) | -1.0 | i | 0.22
COc1ccc(NC(=S)Nc2cc(C)cc(C)n2)cc1OC | 0.3 | i | -0.09
Cc1c(C#N)c(O)[nH]c(=O)c1N=Nc1ccc(Br)cc1C(=O)O | 0.4 | i | -0.41
More structures
SMILES | STK33 inh | KCNQ2 block | Kir21 inh
O=C(O)CCC(=O)Nc1nc2nc(-c3ccccc3)cc(-c3ccccc3)n2n1 | 0.8 | i | -0.77
O=C(c1ccco1)N1CCN(C(c2coc3ccc(Cl)cc3c2=O)c2nnnn2C2CCCC2)CC1 (stereo not given) | 0.0 | i | 0.69
CCC(=O)N(CCC1(c2ccccc2OC)CCOC(C(C)C)C1)Cc1ccco1 (stereo not given) | -0.8 | -5.8* | -0.74
CCCSc1nnc(Cn2c(=O)sc3ccccc32)n1-c1ccccc1 | -0.2 | i | -2
COc1ccc(/C=C/C(=O)NCCC(=O)N2CCCN(C)CC2)cc1 | -0.8 | i | -0.76
CCCCN1CC(COc2ccccc2)OC1=O (stereo not given) | -0.9 | i | -0.62
COc1ccccc1/C=N/NC(=O)c1ccc(=O)n(C)c1 | 0.3 | i | -0.27
Cc1cc(/N=C/C=C2\N(C)c3ccccc3C2(C)C)n(CCC#N)n1 | -0.5 | i | 0.46
O=C(COc1ccc(S(=O)(=O)N2CCCC2)cc1Cl)N1CCN(c2ccccc2)CC1 | -1.9 | i | -1.7
CC1CCCN(CCCNC(=O)CN2C(=O)CSc3ccc(S(=O)(=O)N4CCOCC4)cc32)C1 (stereo not given) | 0.8 | i | 1.1
CC(=O)c1ccc(N2CCN(S(=O)(=O)c3ccc4c(c3)CC(=O)N4)CC2)cc1 | -0.7 | i | 0.08
C=CCNC(=O)c1onc(CSc2cccc(OCC)c2)c1C(=O)O | -0.7 | i | 0.01
O=C1NCCc2c1[nH]c1ccc([N+](=O)[O-])cc21 | 1.2 | i | 1
CCOC(=O)c1ccc([N+](=O)[O-])cc1NC(C)=O | 0.4 | i | 1.7
CCc1ccccc1N(CC(=O)N1CCCCC1)S(=O)(=O)c1ccccc1 | -0.5 | i | 0.21
Cc1cccc(N(CC(=O)N2CCOCC2)S(C)(=O)=O)c1C | -0.8 | i | 1.2
COc1cc2c(cc1OC)C(c1ccsc1)CC(=O)N2 (stereo not given) | 0.7 | i | -1
O=C(COc1ccccc1)Nc1nnc(S(=O)(=O)Nc2ccccc2)s1 | -0.9 | i | -0.37
Cc1c(C(=O)OCC(=O)Nc2ccc(S(N)(=O)=O)cc2)oc2c1ccc1ccccc12 | -2.0 | i | 0.36
COc1cccc(NC(=S)NNC(=O)CCn2cc([N+](=O)[O-])cn2)c1 | -1.1 | i | 1.1
S=C(Nc1ccccc1)Nc1ccccc1Br | -0.9 | i | -0.71
CCc1ccc(N2C(=O)CN(Cc3ccccc3)C2=S)cc1 | -1.5 | i | 0.94
Cc1cccc(C)c1NC(=O)NC1(C(=O)NCC2CCCO2)CCCCC1 (stereo not given) | -2.6 | i | 1.2
O=C(CSc1ccc(-c2ccccn2)nn1)Nc1cccc(F)c1 | 0.4 | i | -0.56
COc1ccccc1NC(=O)CCC(=O)Nc1ccccc1OC | -2.5 | i | -2.1

Record cards (already shown). Values in the order: STK33 inh	KCNQ2 block	Kir21 inh
CCCSc1nnc(Cn2c(=O)sc3ccccc32)n1-c1ccccc1 in the list: -0.2	i	-2
O=C(COc1ccccc1)Nc1nnc(S(=O)(=O)Nc2ccccc2)s1 in the list: -0.9	i	-0.37
COc1ccccc1/C=N/NC(=O)c1ccc(=O)n(C)c1 in the list: 0.3	i	-0.27
Cc1c(C(=O)OCC(=O)Nc2ccc(S(N)(=O)=O)cc2)oc2c1ccc1ccccc12 in the list: -2.0	i	0.36

(more compounds)
SMILES | STK33 inh | KCNQ2 block | Kir21 inh
CCc1nc2sc3c(c2c(=O)o1)CCCC3 | -1.5 | i | 0.81
COc1ccc(/C=C/C(=O)NCC(=O)N/N=C/c2cc(Br)ccc2OC)cc1 | -1.1 | i | 0.61
CCc1cccc(C)c1NC(=O)C1CCCN(S(C)(=O)=O)C1 (stereo not given) | -1.2 | i | 0.6
O=C(NC1CC2CCCC(C1)N2C(=S)Nc1ccccc1Cl)C1CC1 (stereo not given) | -1.2 | i | -0.92
CC(C)(C)c1csc(N/N=C/c2ccc(O)cc2)n1 | -0.3 | i | 0.18
COc1ccc(CN2CC(=O)N(c3ccc(C)cc3C)C2=S)cc1OC | -1.3 | i | 0.99
N#Cc1ccc(C(=O)CN2CCN(c3ccccc3)CC2)cc1 | 1.4 | i | 2.1
C=CCN1CCN(C(=O)c2ccc3c(c2)OCO3)CC1 | -0.8 | i | 0.92
CC(C)Sc1snnc1-c1ccccc1 | -0.5 | i | 0.77
CC(=O)Nc1nc(C2CC2)cc(-c2ccccc2)c1C#N | -3.2 | i | -1.4
Cc1nnc(SCC(=O)NNC(=O)COc2ccc(Cl)cc2)s1 | -0.1 | i | 0.42
COc1ccc(CCNC(=O)CSc2cc(=O)[nH]c(N)n2)cc1OC | -2.4 | i | 1.9
CC(C)c1nc2oc3c(NCc4ccccn4)ncnc3c2c2c1COC(C)(C)C2 | 0.6 | i | -0.19
CC(=O)Nc1cc(C(=O)N2CCc3ccccc3C2)ccc1Sc1ccc(C)cc1 | 0.5 | i | -1.9
O=C1C(c2ccccc2)C(c2ccccc2)NC(c2ccccc2)C1c1ccccc1 (stereo not given) | 5.3 | i | 0.05
CCOC(=O)C/C(C)=N/NC(=O)CN(c1ccc(Br)cc1)S(=O)(=O)c1ccccc1 | -0.4 | i | 0.85
CCNC(=O)NC(=O)C(C)OC(=O)C1CCN(S(=O)(=O)c2ccc(C)c(C)c2)CC1 (stereo not given) | 0.0 | i | 0.4
Cc1nonc1NC(=O)c1oc2ccccc2c1C | 7.9 | i | -0.13
Cc1nn(C)c(C)c1C1C(C#N)=C(N)Oc2n[nH]c(C)c21 (stereo not given) | 0.1 | i | -0.84
NS(=O)(=O)c1ccc(CCNC(=O)C2CCN(S(=O)(=O)c3cnc[nH]3)CC2)cc1 | -2.0 | i | 1.1
CN1CCN(CCc2nc3cc(NC(=O)COc4ccc([N+](=O)[O-])cc4)ccc3n2C)CC1 | -0.8 | i | 1.3
COc1ccc(/C=N/NC(=O)C[n+]2ccccc2)c(OC)c1OC | 0.7 | i | 1.5
COc1ccc(-c2ccc(SCC(=O)NCc3ccco3)nn2)cc1OC | 1.5 | i | -0.15
Cc1nc2cc(NC(=O)c3ccc(S(=O)(=O)N(C)c4ccccc4)cc3)ccc2o1 | 0.6 | i | 0.06
CC(=O)Nc1cccc(NC(=O)c2oc3ccccc3c2C)c1 | 1.6 | i | -2.8

The closing 6 records of the part before come first, to join the parts.
SMILES | STK33 inh | KCNQ2 block | Kir21 inh
NS(=O)(=O)c1ccc(CCNC(=O)C2CCN(S(=O)(=O)c3cnc[nH]3)CC2)cc1 | -2.0 | i | 1.1
CN1CCN(CCc2nc3cc(NC(=O)COc4ccc([N+](=O)[O-])cc4)ccc3n2C)CC1 | -0.8 | i | 1.3
COc1ccc(/C=N/NC(=O)C[n+]2ccccc2)c(OC)c1OC | 0.7 | i | 1.5
COc1ccc(-c2ccc(SCC(=O)NCc3ccco3)nn2)cc1OC | 1.5 | i | -0.15
Cc1nc2cc(NC(=O)c3ccc(S(=O)(=O)N(C)c4ccccc4)cc3)ccc2o1 | 0.6 | i | 0.06
CC(=O)Nc1cccc(NC(=O)c2oc3ccccc3c2C)c1 | 1.6 | i | -2.8
CCOc1ccc(S(=O)(=O)NC(=O)c2ccccc2)cc1 | 0.1 | i | 0.11
Cc1csc(NC(=O)CCC(=O)N(CC(=O)NC2CCCC2)Cc2ccco2)n1 | 1.9 | i | -1.3
O=C(O)COc1ccc2nsnc2c1Cl | 2.1 | i | 1.5
CCn1cc(C(=O)Nc2cc(C)ccc2C)c(=O)c2ccc(C)nc21 | -0.1 | i | 0.99
Clc1ccc(C2=NN=C3COc4ccccc4N3C2)cc1 | -1.0 | i | -0.88
CCOC(=O)C1=C(C)NC2=C(C(=O)c3ccccc32)C1c1cccc2ccccc12 (stereo not given) | -3.7 | i | -1.5
COc1cccc(CNC(=O)CCCC(=O)NC(C)CCc2ccccc2)c1 (stereo not given) | -0.6 | i | -0.16
O=C(CCNC(=O)N1CC(=O)Nc2ccccc21)Nc1ccc(F)c(Cl)c1 | -1.5 | i | -1.3
O=C(O)CCCNC(=O)c1cncc(Br)c1 | -1.5 | i | -0.03
Cc1noc(NS(=O)(=O)c2ccc(NC(=O)CCN3C(=O)c4ccccc4C3=O)cc2)c1C | -0.1 | i | -0.36
C=CCOc1ccc(/C=C/C(=O)OCC(=O)Nc2c(C)n(C)n(-c3ccccc3)c2=O)cc1 | 0.4 | i | 0.7
S=C(N/N=C/c1cccs1)NC1CC2CCC1C2 (stereo not given) | 1.4 | i | -1.8
Cc1ccc(S(=O)(=O)N2CCCC2C(=O)Nc2nccs2)cc1 (stereo not given) | -1.7 | i | -0.46
O=C(CCCn1c(SCc2cccc([N+](=O)[O-])c2)nc2ccccc2c1=O)NCC1CCCO1 (stereo not given) | -1.7 | i | 1.2
O=C(CSCC(=O)Nc1ccccc1)N/N=C/c1c(O)ccc2ccccc12 | 0.2 | i | -0.27
CCOC(=O)c1c(=O)n(O)c2ccc(C)cc2[n+]1[O-] | -0.3 | i | 0.03
O=C(CCCc1c[nH]c2ccccc12)N1CCN(c2ccc(N3CCOCC3)nn2)CC1 | 0.5 | i | -0.4
COc1ccc(-n2c(/C=C3\C(=O)N(C)c4ccccc43)nc3ccccc3c2=O)cc1 | -1.7 | i | 0.62
O=C(O)C1CCCCC1C(=O)Nc1ccc(Cl)cc1 (stereo not given) | -1.5 | i | 1.3
CCn1c(C(=O)Nc2ccsc2C(=O)OC)cc2sc(Cl)cc21 | -2.3 | i | 0.54
CN(Cc1cnn(C)c1)C(=O)C1CCC(=O)N(Cc2cccc(C(F)(F)F)c2)C1 (stereo not given) | -1.5 | i | 1.1
O=S(=O)(NCC1OCCc2ccccc21)c1ccc(S(=O)(=O)N2CCOCC2)cc1 (stereo not given) | 1.1 | i | -0.56
Cc1[nH]c(=S)sc1Cc1ccc(Cl)c(Cl)c1 | -0.4 | i | 0.68
O=C(COC(=O)c1ccccc1)Nc1cccc(S(=O)(=O)N2CCOCC2)c1 | 0.7 | i | 0.34
Cc1cc(C)nc(NS(=O)(=O)c2ccc(NC(=O)CSc3nc4ccccc4[nH]3)cc2)n1 | 0.1 | i | 0.37
O=C(CS(=O)(=O)c1ccc(F)cc1)Nc1nccs1 | -0.5 | i | 1.1
COc1ccc(NC(=O)NC2CCCCC2C)cc1 (stereo not given) | 0.5 | i | -0.08
C=CCN(c1ccc(C(=O)Nc2ccc3c(c2)n(C)c(=O)n3C)cc1)S(C)(=O)=O | -1.2 | i | -1.7

Source: PubChem BioAssay (several laboratories)
